# From PubChem BioAssay
# AT treatment: candidate therapy for ataxia-telangiectasia | […] A-T fibroblasts, KAP-1 phosphorylation AlphaLISA; neocarzinostatin DNA damage 30 min before lysis | Potency, µM (doses to about 57.5 µM), inactives show at the top dose activation, actives largely listed as activators | hit rate 0.19% among 320,000; note: potency is the fitted concentration of half-maximal effect; % of control where 0% means no effect; nearly all actives have a fitted effect of over 45% in size
#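 hTERT-immortalized A-T patient fibroblasts ([…]), 500 cells/well in OPTI-MEM, 1% FBS, got compounds for 60 min, then NCS for 30 min at 37C. Lysates were then assayed for phospho-KAP-1 by AlphaLISA (anti-pKAP1 donor, anti-KAP1 acceptor beads), 6 hr at 25C.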
# B2AR arrestin: agonists driving beta-arrestin recruitment to human beta2-adrenergic receptor; P07550; beta-arrestin recruitment to beta2AR, cell-based reporter; Potency, µM (highest dose often 46.1 µM), without a hit: at the highest dose activation, hits mostly activators; hit rate 0.02% among 330,000; AID 492947;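 note: potency is the fitted concentration of half-maximal effect; 0% = DMSO controls and full agonism = EC100 isoproterenol or metaproterenol; nearly all actives have a fitted effect of over 65% in size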
# PTAP TSG101 blk: blocks PTAP/TSG101 interaction to inhibit HIV-1 budding; Q99816; Fluorescence polarization, FITC-PTAP peptide / Tsg101 binding; Potency, µM (top dose mostly 115 µM), for the others: top-dose activity change, negative = inhibition, hits mostly inhibitors; 340,000 tested, under 10 active; AID 493005; active = well fitted inhibition curve with a large enough effect in the main read-out, with a control signal flat, not every such curve was filed as active; inconclusive = small, poorly fitted or top-dose-only effect, or effect the other way, or a change in a side signal; inactive = no such curve, though single readings can be large or run the other way; note: potency is the fitted concentration of half-maximal effect; % of control where 0% means no effect
#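 FP read-out: FITC-PTAP peptide, 50 nM final, binding Tsg101 binding domain, 10 uM final; 20 min, r.t.; 10 mM HEPES pH 7.5, 0.15 M NaCl, 0.01% Tween 20, 3 mM EDTA, 0.1 mM TCEP.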
# TCR act: activators of T cell receptors. primary human leukocytes, anti-CD3, IL-2 HTRF, 48 h. 330,000 tested, under 10 active. AID 504894. Potency, µM (top dose mostly 9.22 µM), inactives show top-dose activation of IL-2 secretion, usual class: activators; note: % of control where 0% means no effect
#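 Using a-CD3 beads without co-stimulation, primary human leukocytes were exposed to compounds for 48 hr. An HTRF IL-2 kit measured the cytokine, with europium-to-d2 energy transfer producing emission at 665nm upon 320nm excitation.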
# TRPV1 ag: activates the human vanilloid receptor TRPV1; hit rate 0.19% among 320,000; Q8NER1; AID 540275; TRPV1-expressing cells, Fluo-8 calcium influx, agonist mode; activation, % at 8.33 µM; in the data active = activation above about 80%; inconclusive = between about 30% and that limit; note: 0% is about no effect
# Target sequence (Q8NER1 whole entry, looked up): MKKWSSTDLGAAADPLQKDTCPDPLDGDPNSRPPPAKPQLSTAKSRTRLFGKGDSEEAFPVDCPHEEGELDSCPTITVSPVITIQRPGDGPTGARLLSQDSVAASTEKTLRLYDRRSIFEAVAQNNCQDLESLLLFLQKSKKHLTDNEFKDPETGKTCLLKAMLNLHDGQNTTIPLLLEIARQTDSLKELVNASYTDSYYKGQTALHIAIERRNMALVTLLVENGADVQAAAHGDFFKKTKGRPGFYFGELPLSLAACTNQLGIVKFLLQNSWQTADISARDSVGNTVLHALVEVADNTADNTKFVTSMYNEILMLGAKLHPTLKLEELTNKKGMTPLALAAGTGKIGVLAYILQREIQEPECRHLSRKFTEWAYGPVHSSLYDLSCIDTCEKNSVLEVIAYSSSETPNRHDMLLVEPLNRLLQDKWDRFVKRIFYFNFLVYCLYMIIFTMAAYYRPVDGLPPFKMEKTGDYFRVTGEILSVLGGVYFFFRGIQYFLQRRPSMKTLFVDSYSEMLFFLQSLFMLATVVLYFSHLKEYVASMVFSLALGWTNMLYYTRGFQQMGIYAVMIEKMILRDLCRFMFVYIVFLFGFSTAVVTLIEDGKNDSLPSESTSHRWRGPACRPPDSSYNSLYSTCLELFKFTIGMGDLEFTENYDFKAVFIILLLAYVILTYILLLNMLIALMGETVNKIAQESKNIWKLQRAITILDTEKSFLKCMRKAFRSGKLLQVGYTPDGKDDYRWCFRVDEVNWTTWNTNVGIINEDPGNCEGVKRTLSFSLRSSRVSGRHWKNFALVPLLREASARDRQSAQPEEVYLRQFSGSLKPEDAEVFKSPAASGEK
#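 Cells expressing TRPV1 were dye-loaded with Fluo-8 and read kinetically: 10 s baseline, 3 min after compound (agonist portion), then 2 min after EC20 capsaicin (allosteric enhancer portion). Calcium-bound dye fluorescence at 480/520 nm.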
# p53 reactivator: re-activators of mutant p53; H1299 p53-A138V BP100-luciferase reporter, luminescence, 24 h; Potency, µM (series often up to 92.2 µM), without a hit: at the highest dose activity change, positive = activation, most hits filed as activators; hit rate 0.063% among 320,000; AID 504706; note: potency is the fitted concentration of half-maximal effect; % of control where 0% means no effect; nearly all actives have a fitted effect of over 45% in size
#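 p53-null H1299 cells stably carrying temperature-sensitive p53-A138V and a BP100-luciferase reporter were pinned with compounds (4-point, 1:5 series) and held 24 hrs at 37 deg C. Luminescence was read 10 min after detection reagent.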
# ELG1 DNA repair: inhibitors of ELG1-dependent DNA repair in HEK293T cells; HEK293T ELG1-luciferase reporter, luminescence, 16 h; DNA damage induced by 5-fluorouridine; Potency, µM (top dose mostly 46.1 µM), inactives show at the highest dose activity change, negative = inhibition, most hits filed as inhibitors; hit rate 2.3% among 330,000; note: potency is the fitted concentration of half-maximal effect; % is set by controls: 0 for no effect and ±100 for the full control effect; nearly all actives have a fitted effect of over 55% in size
#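 5-Fluorouridine DNA damage + compound/DMSO, 2,000 cells/well, 16 h, 37 °C/5% CO2. ONE-Glo, 30 min RT, luminescence. Readout = decrease in reporter signal.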
# BRCA1 expr up: BRCA1 expression activation | Potency, µM (highest dose often 46.1 µM), inactives show at the highest dose activation, hits mostly activators | AID 624202 | hit rate 1.1% among 380,000 | MCF7-BRCA1-FFLuc reporter, luminescence, 48 h; response scale: scaled: vehicle 0%, 10 µM genistein 100%; note: potency is the fitted concentration of half-maximal effect; nearly all actives have a fitted effect of over 80% in size; some results filed as inactive show a strong effect at the top dose
#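 Compounds are tested at multiple concentrations on MCF7 BRCA1-luciferase reporter cells seeded at 2000 per well; after 48 h, a single luminescence end-point is taken and curves fitted to the normalized data.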
# CXXC DNA block: inhibitors of human MLL CXXC domain-DNA interaction; MLL-CXXC / FITC-HOXA9 DNA fluorescence polarization; Potency, µM (doses to about 115 µM), inactives show at the highest dose activity change, negative = inhibition, usual class: inhibitors; Q03164; hit rate 0.037% among 290,000; AID 2662; active = well fitted inhibition curve with a large enough effect in the polarisation, with a control signal flat, not every such curve was filed as active; inconclusive = small, poorly fitted or top-dose-only effect, or effect the other way, or a change in a side signal; inactive = no such curve, though single readings can be large or run the other way; the % refers to the polarisation; note: potency is the fitted concentration of half-maximal effect
#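 Steps: dispense CXXC domain solution (7 uM) → pin compounds or unlabeled HOX-A9 DNA control → 5 min ambient → add FLSN-HOX-A9 solution (50 nM) → spin → 30 min ambient → fluorescence polarization. Tris pH 7.5/NaCl/DTT/BSA buffer.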
# a7 integrin act: activates integrin-mediated alleviation for muscular dystrophy. alpha7betagal myoblasts, beta-gal FDG fluorescence, 48 h. Potency, µM (top dose mostly 38.3 µM), for inactives: at the top dose activation, usual class: activators. hit rate 0.064% among 350,000. AID 624291;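 note: potency is the fitted concentration of half-maximal effect; 100% = response of the positive control SU9516; nearly all actives have a fitted effect of over 60% in size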
#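 Alpha7betagal+/- myoblasts (passage 13) were plated 16-24 hr, then exposed to compounds (1:260 dilution of DMSO stock) for 48 hours at 37C. After MPER lysis, β-galactosidase reporter activity was read as FDG fluorescence (ex 480/em 540) after 30 minutes.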
# * hit, by the source's call; ? = inconclusive; nt = no result given; [ ] = remark or other dose. Unless noted, calls come from the whole dose curve; as a rule, active = well fitted curve in the direction sought with a large enough effect; inconclusive = small, poorly fitted or top-dose-only effect, or another doubt; inactive = no such curve, though single readings can be large; an effect the other way counts as inactive or inconclusive. Rows are unselected; about 3.8% have a hit in one of these screens.
# The first three entries, ahead of the listing:
SMILES,AT treatment,B2AR arrestin,PTAP TSG101 blk,TCR act,TRPV1 ag,p53 reactivator,ELG1 DNA repair,BRCA1 expr up,CXXC DNA block,a7 integrin act
Cc1ccc(NC(=O)C2CCN(S(=O)(=O)c3c(C)n[nH]c3C)CC2)nc1,7.0%,-0.4%,-2.3%,0.7%,-1.1,9.4%,1.2%,-11.5%,4.8%,0.8%
O=C(Cn1ncc2c1-c1ccccc1OC2)N(Cc1ccco1)C1CCCCC1,-2.1%,-0.9%,-4.9%,-2.0%,nt,-0.7%,-2.3%,18.6%,5.1%,-22.8%
CC(C(=O)N1CC2(C)CC1CC(C)(C)C2)N1C(=O)c2ccccc2C1=O (centres undefined),1.5%,0.0%,-0.8%,2.9%,15.7,-5.4%,-1.0%,4.8%,-1.5%,5.9%

# This part in full, repeating the preview:
SMILES,AT treatment,B2AR arrestin,PTAP TSG101 blk,TCR act,TRPV1 ag,p53 reactivator,ELG1 DNA repair,BRCA1 expr up,CXXC DNA block,a7 integrin act
Cc1ccc(NC(=O)C2CCN(S(=O)(=O)c3c(C)n[nH]c3C)CC2)nc1,7.0%,-0.4%,-2.3%,0.7%,-1.1,9.4%,1.2%,-11.5%,4.8%,0.8%
O=C(Cn1ncc2c1-c1ccccc1OC2)N(Cc1ccco1)C1CCCCC1,-2.1%,-0.9%,-4.9%,-2.0%,nt,-0.7%,-2.3%,18.6%,5.1%,-22.8%
CC(C(=O)N1CC2(C)CC1CC(C)(C)C2)N1C(=O)c2ccccc2C1=O (centres undefined),1.5%,0.0%,-0.8%,2.9%,15.7,-5.4%,-1.0%,4.8%,-1.5%,5.9%
C=C[C@@H]1c2ccccc2N(S(=O)(=O)c2ccc(C)cc2)[C@H](c2ccccc2C(F)(F)F)C1(C#N)C#N,12.2%,0.0%,nt,-2.1%,0.9,19.6%,12.8%,-5.4%,nt,-15.4%
CC(C)CC[n+]1ccccc1/C=C/c1ccc(N(C)C)cc1,3.5%,-1.0%,?,-3.8%,18.9,-5.8%,?,-71.2%,?,?
COc1ccc(C(=O)COc2ccc(C(C)=O)cc2OC)cc1OC,nt,nt,1.2%,-2.4%,nt,nt,nt,-26.4%,nt,16.3%
CC(=O)c1ccc(-c2ccc(C(=O)Nc3nc(-c4ccccn4)cs3)o2)cc1,1.2%,-0.7%,-10.8%,7.8%,nt,?,18.3µM*,-39.9%,nt,0.0%
CCOC(=O)C1Cc2ccccc2C(=O)O1 (centres undefined),-2.5%,0.0%,-9.4%,8.0%,3.5,8.5%,2.2%,-1.7%,0.3%,12.0%
CCO[C@H]1OC(C(=O)N2CCN(Cc3ccc4c(c3)OCO4)CC2)=C[C@@H](C2CC2)[C@@H]1CCCO,-5.3%,-0.3%,-5.6%,4.3%,-1.3,-4.2%,-3.8%,-8.2%,-11.1%,-1.1%
Clc1cccc(Cl)c1COc1ccccc1CNn1cnnc1,3.1%,0.0%,-4.9%,2.7%,?,0.2%,?,-69.5%,3.6%,-1.8%
COc1cc(/C=N/n2c(C)nc3ccccc3c2=O)cc(OC)c1O,-1.5%,-1.1%,-3.1%,1.0%,4.2,8.9%,0.6%,-7.2%,9.4%,-15.3%
Cc1ccc(NC(=S)N2CCSC2c2cccs2)cc1 (centres undefined),6.5%,-0.1%,1.8%,3.6%,6.3,23.6%,18.3%,?,0.2%,-0.9%
O=C(O)c1cc2ccccc2c(N=Nc2cccnc2)c1O,-3.3%,-0.6%,-4.6%,3.8%,0.2,-6.3%,-5.5%,-82.5%,9.9%,-29.5%
CCc1ccc(Cn2nnc(C(=O)Nc3ccc(OC)cc3OC)c2N)cc1,5.9%,-0.1%,2.8%,2.9%,3.5,-6.1%,?,0.0%,-12.8%,9.4%
COc1cc(/C=N/NC(=O)COc2ccccc2[N+](=O)[O-])ccc1OC(=O)c1ccco1,9.2%,-1.3%,-4.0%,8.7%[46.1 µM],1.5,2.4%,3.4%,29.6%,46.6%[activator],-13.8%
CN(C(=O)COC(=O)c1ccc(C#N)cc1)c1ccccc1,-4.1%,-0.4%,1.2%,3.8%,-0.9,-10.9%,-15.0%,-8.0%,41.8%[activator],1.0%
Cc1cc(C)c2c(c1)C1C=CCC1C(c1ccc(S(=O)(=O)N3CCOCC3)cc1)N2 (centres undefined),7.4%,0.3%,0.6%,nt,-7.0,8.4%,16.2%,13.8%,8.9%,-6.3%
O=C(O)C1CCCCC1C(=O)NCc1ccc(F)cc1 (centres undefined),4.6%,0.2%,-2.0%,-1.0%,-1.6,0.4%,0.6%,0.2%,-4.6%,0.5%
Cc1nn(-c2ccccc2)c(C)c1CCC(=O)O,7.6%,-0.4%,-3.2%,8.4%,-1.2,?,?,?,11.9%,21.6%[7.66 µM]
CC1(C)CN(c2cccc(-c3ccnc4ncnn34)c2)C1=O,-5.7%,0.3%,-5.0%,-8.5%,-4.6,-2.0%,?,-9.3%,5.1%,15.9%
CC(C)(CN1CCCC1)NS(=O)(=O)c1ccccc1,?,0.0%,-5.5%,7.7%,2.0,-4.7%,8.9%,7.5%,-2.8%,0.1%
Cc1csc2ncc(C(=O)NCc3ccccc3Cl)c(=O)n12,2.6%,0.2%,-1.9%,-3.6%[46.1 µM],0.5,-8.1%,2.3%,-13.5%,0.6%,3.3%
CCOC(=O)C1=C(C)NC(C)=C(C(=O)OCC)C1C(=O)OCC(=O)N1CCOCC1,9.5%,0.3%,-1.3%,3.2%,nt,10.3%,7.7%,-3.5%,nt,-8.5%
CCN(CC(=O)NCc1ccc(Cl)cc1)C(=O)CSCC(=O)Nc1ccc(OC)cc1,-3.5%,0.3%,-1.5%,-3.8%,-1.1,2.8%,6.9%,-15.7%,nt,2.0%
CC1(C)CC(NC(=O)C2CCN(S(=O)(=O)c3ccccc3C(F)(F)F)CC2)CC(C)(C)N1,19.2%,0.3%,-3.6%,0.5%,-2.4,26.6%,-2.8%,1.5%,7.5%,-40.8%

# Part of the list above, with tabs:
SMILES	AT treatment	B2AR arrestin	PTAP TSG101 blk	TCR act	TRPV1 ag	p53 reactivator	ELG1 DNA repair	BRCA1 expr up	CXXC DNA block	a7 integrin act
O=C(O)c1cc2ccccc2c(N=Nc2cccnc2)c1O	-3.3%	-0.6%	-4.6%	3.8%	0.2	-6.3%	-5.5%	-82.5%	9.9%	-29.5%
CCc1ccc(Cn2nnc(C(=O)Nc3ccc(OC)cc3OC)c2N)cc1	5.9%	-0.1%	2.8%	2.9%	3.5	-6.1%	?	0.0%	-12.8%	9.4%

# (more compounds)
SMILES,AT treatment,B2AR arrestin,PTAP TSG101 blk,TCR act,TRPV1 ag,p53 reactivator,ELG1 DNA repair,BRCA1 expr up,CXXC DNA block,a7 integrin act
Cc1cccc(NC(=O)CSc2nnc(C)c(C)n2)c1,0.5%,-1.3%,-2.5%,-7.6%,0.6,2.4%,-2.3%,-3.9%,7.0%,5.6%
C=CCN(C(=O)CNS(=O)(=O)c1ccccc1)C(C(=O)NCCOC)c1cccnc1 (centres undefined),2.5%,-0.5%,2.9%,-2.1%,-0.2,2.7%,-4.4%,-12.4%,12.4%,21.9%
CCc1cc(C(=O)c2ccc(OC)cc2)c(NC(=O)CN2CCN(C)CC2)s1,-0.5%,-0.4%,-0.6%,-1.8%,11.1,-5.3%,-27.0%,2.4%,7.4%,-31.0%
Cc1ccccc1CC(=O)NC1CCCc2ccccc21 (centres undefined),-12.3%,-0.3%,-0.8%,0.3%,8.2,11.0%,-4.9%,-11.7%,4.3%,13.1%
CCC(C)NS(=O)(=O)c1ccc(OCC(=O)Nc2ccc3c(c2)OCCO3)cc1 (centres undefined),11.8%,-0.4%,-3.8%,nt,-3.1,-5.0%,7.0%,-0.1%,-2.7%,17.0%
CCCc1nn(C)c2c(=O)[nH]c(-c3cc(S(=O)(=O)Nc4ccc(NC(C)=O)cc4)ccc3OCC)nc12,-4.7%,0.3%,-8.8%,-25.0%,0.7,-1.2%,?,-22.3%,0.8%,-35.7%
CCN(CC)CCCNC(=O)C1CCN(c2ncnc3c2sc2cccc(F)c23)CC1,-6.7%,-0.6%,-4.5%,0.4%,1.4,-3.2%,?,18.2%,-2.8%,-30.1%
Cc1cc(C)nc(S/C=C/C(=O)c2ccccc2F)n1,-14.4%,?,0.0%,-5.9%,3.2,-6.3%,?,-76.5%,-5.0%,1.3%
COc1ccc(N2CCN(C(=O)CSc3nnc4c5cc(C)ccc5n(C)c4n3)CC2)cc1,10.8%,-0.7%,-4.2%,nt,-0.9,3.6%,3.7%,2.3%,-4.7%,-9.5%
